SRC1 TRFRET art = flags TR-FRET format artefacts in PPARgamma SRC-1 recruitment agonist screen. TR-FRET detection artefact counter-screen, emission ratio; hits give high values. TR-FRET ratio at 8 µM. actives 0.34% (n = 99,000). AID 1051; in the data active means TR-FRET ratio above about 2300; further: inactives centre near 1800; reference of the scale not given here
SRC3 TRFRET art = TR-FRET artefact, counter-screen to PPARgamma/SRC-3 agonist assay. PPARgamma/SRC-3 format; hits give high values. TR-FRET ratio at 8 µM. actives 0.39% (n = 99,000); in the data active means TR-FRET ratio above about 2000; further: inactives centre near 1600; reference of the scale not given here
* = called active by the depositor.

SMILES	SRC1 TRFRET art	SRC3 TRFRET art
Nc1nc(SCC(=O)N2CCOCC2)n[nH]1	2008	1711
COc1ccc(/C=C/C(=O)N2CCCc3ccccc32)cc1	1762	1710
Cc1c(Br)c([N+](=O)[O-])nn1CCCC(=O)NC(C)c1ccccc1 (stereo unspecified)	1894	1552
COC(=O)c1ccccc1NC(=O)CSc1nc2ncccc2[nH]1	1849	1423
CC(c1ccon1)N(C)C(=O)c1ccc(OC2CCN(C(=O)C3CC3)CC2)cc1 (stereo unspecified)	2007	1627
Cc1ccc2cc(CN(C)S(C)(=O)=O)c(=O)[nH]c2c1	1792	1664
CCCC(=O)N(c1ccc(C(=O)O)cc1)c1nc(-c2ccccc2)c(C)s1	1701	1870
CC(=O)N1N=C(c2ccc(C)cc2)CC1c1ccco1 (stereo unspecified)	1681	1538
CCC(C)NC(=O)c1[nH]c(C)c(C(=O)OC)c1C (stereo unspecified)	1862	1497
N/C(=N\OCc1ccccc1)c1nonc1N	1854	1482
O=C(Nc1ccccn1)c1nc(-c2ccccc2)n(-c2ccccc2)n1	1549	1486
O=C(Nc1ccccc1C(=O)Nc1cccnc1)c1ccccc1	1902	1565
COc1cc(CCC(=O)N2CCN(c3ncccn3)CC2)cc(OC)c1OC	1861	1382
O=C1OC(c2ccc(F)cc2)=C/C1=C\c1ccc([N+](=O)[O-])o1	1928	1545
O=C(O)C/C(=C\c1ccc(Cl)cc1)c1nc2ccccc2o1	1786	1632
COC(=O)CNC(=O)c1cc(-c2ccncc2)nc2c(C)c(Cl)ccc12	1815	1637
O/N=C1/CC/C(=N\O)c2nn(-c3ccccc3)nc21	1732	1475
Cc1cccc(NC(=O)c2ccc(-c3ccccc3[N+](=O)[O-])o2)c1	1624	1476
CCn1cc(C(=O)OC)c(=O)c2ccc(C)nc21	1444	1528
Cn1cc(/C=C(\C#N)C(=O)Nc2ncc(Cc3cccc(Cl)c3)s2)c2ccccc21	1729	1385
CC1CC(=O)N(c2ccc(NCCc3ccc(O)cc3)c([N+](=O)[O-])c2)C1=O (stereo unspecified)	1727	1341
C=CCOC(=O)C1=C(C)OC(N)=C(C#N)C1c1ccc(OC)c(CSc2ccccn2)c1 (stereo unspecified)	1785	1503
Cc1ccc(CN2CCN(Cc3c(C)nn(-c4ccc(F)cc4)c3C)CC2CCO)o1 (stereo unspecified)	1849	1702
O=C(NCCN1C(=O)S/C(=C\c2cccs2)C1=O)[C@H](Cc1ccccc1)N1C(=O)c2ccccc2C1=O	1896	1813
COc1ccc(/C=C(/NC(=O)c2ccccc2)c2nc3ccc(Cl)cc3[nH]2)cc1OC	1753	1551
Cc1cc(=O)oc2cc(OCCSc3nnc(-c4ccccc4)o3)ccc12	1742	1611
Cc1ccc(C)c(-n2nnnc2SCC(=O)NNC(=O)c2ccco2)c1	1827	1734
COc1ccc(N(C(=O)COc2ccc(C)cc2)S(=O)(=O)c2ccc(C)cc2)cc1	1948	1591
Cc1cc(C(=O)NC(=S)Nc2cccc(NC(=O)C(C)C)c2)ccc1[N+](=O)[O-]	1644	1879
COc1ccc2ncc(OC(C)=O)cc2c1	1661	1490
COc1ccc(/C=N/NC(=O)c2cccc(NC(=O)c3ccccc3Cl)c2)c(OC)c1	1622	1293
O=C(COC(=O)c1cccs1)Nc1ccccc1C(F)(F)F	2268	1626
CCCCNC(=O)Cn1cnc2sc(C)c(S(=O)(=O)N3CCN(c4ncccn4)CC3)c2c1=O	2116	1608
O=C(c1ccccc1)N1CCn2c1nc1ccccc12	1564	1354
CNC(=O)c1c2c(nc3ccc(Br)cc13)CCCC2	2008	1652
COc1ccc(N(CC(=O)Nc2ccccc2F)S(=O)(=O)c2ccc(C)c([N+](=O)[O-])c2)cc1	1636	1721
Cc1ccc(NC(=O)CN2C(=O)N/C(=C\c3cccnc3)C2=O)cc1	1548	1574
COc1ccccc1CNC(=S)Nc1ccc2nc(N3CCN(C)CC3)cc(C)c2c1	1791	1580
CCOC(=O)C1(Cc2cccc(OC)c2)CCCN(Cc2ccc(NC(C)=O)cc2)C1 (stereo unspecified)	1775	1511
CCO[C@H]1OC(C(=O)N2CCN(Cc3ccc4c(c3)OCO4)CC2)=C[C@@H](c2ccccc2)[C@@H]1CCCO	1658	1624
CN(C)CCCN(C(=O)CCc1ccccc1)c1nc2ccc(Br)cc2s1	1663	1604
Cc1[nH]c2ccccc2c1/C=C/c1nc2ccccc2c(=O)n1CCO	1893	1914
CCc1nnc(SCc2ccc(OC)c(Br)c2)n1N	1720	1610
O=[N+]([O-])c1cc(/C=N\O)ccc1Oc1ccc(F)cc1	1653	1257
Cc1cc(Nc2cccc(F)c2)nc(NCc2ccccc2)n1	1784	1344
COc1ccc(N2C(=O)C(=O)/C(=C(/O)c3ccc(C)cc3)C2c2cccnc2)cc1 (stereo unspecified)	1789	1659
COc1ccc(/C=C/C(=O)OCC(=O)c2c(N)n(C)c(=O)n(C)c2=O)cc1	1692	1595
NS(=O)(=O)c1cccc(NC(=O)COC(=O)Cc2ccc(Cl)cc2)c1	1734	1455
Cc1ccc(NC(=O)c2c(-c3ccccc3)noc2C)nc1	1709	1587
COc1ccc(OC(=O)C2CC(=O)N(c3ccc(C)cc3)C2)cc1 (stereo unspecified)	1644	1421

Entries of single compounds as entered above:
Shown for Cc1[nH]c2ccccc2c1/C=C/c1nc2ccccc2c(=O)n1CCO = SRC1 TRFRET art = 1893; SRC3 TRFRET art = 1914
Shown for COc1ccc(N2C(=O)C(=O)/C(=C(/O)c3ccc(C)cc3)C2c2cccnc2)cc1 (stereo unspecified) = SRC1 TRFRET art = 1789; SRC3 TRFRET art = 1659

Other compounds
SMILES	SRC1 TRFRET art	SRC3 TRFRET art
CCNC(=O)COC(=O)c1ccc(-c2nc3ccccc3s2)s1	1712	1609
O=C(Cn1ncc(Cl)c(Cl)c1=O)N1CCN(S(=O)(=O)c2ccc3ccccc3c2)CC1	2166	1876
CCCCNCCCOc1ccc(C)cc1Br	1922	1561
OCCCNC(=S)Nc1ccc2nccnc2c1	1530	1699
CN(C)c1ccc(C(CC(=O)c2ccccc2)C2CCCCC2=O)cc1 (stereo unspecified)	1823	1602
COc1cccc(C(=O)NCc2cccnc2)c1	1537	1394
O=C(CN1C(=O)CCSc2ccccc21)Nc1ccc2c(c1)OCO2	1829	1566
COc1cc2c(cc1OC)C(c1cccc([N+](=O)[O-])c1)NC(=O)C2 (stereo unspecified)	2004	1868
COc1ccccc1OCC(=O)Nc1cc(S(=O)(=O)N2CCCCC2)ccc1N1CCCCC1	1893	1821
CCN(CC)S(=O)(=O)c1ccc2c(c1)c(=O)c(C(=O)NCc1cccs1)cn2C	1803	1568
CCOC(=O)C1=C(c2ccccc2)Nc2ncnn2C1c1cc(OC)cc(OC)c1OC (stereo unspecified)	1548	1633
CCN1CCCC1CNS(=O)(=O)c1cc(Br)cc2c1N(C(=O)C1CC1)CC2 (stereo unspecified)	2045	1650
Cc1ccc(C(=O)Nc2cccc(C(=O)O)c2)cc1S(=O)(=O)N1CCCCC1	1531	1494
O=C1CN2NC(=S)N(c3ccccc3)C2=CN1c1ccc(Cl)cc1	1551	1565
COC(=O)c1cn(-c2ccccc2)nc1-c1ccc(OC)cc1	1976	1496
Cc1[nH]c(C(=O)N/N=C/c2ccc(N(C)C)cc2)c(C)c1C(=O)N/N=C/c1ccc(N(C)C)cc1	1824	1492
Cc1cc(C(=O)CCl)c(C)n1-c1ccon1	1611	1517
S=C(c1ccccc1)N1CCCc2ccccc21	1925	1535
COCCNCCCOc1ccc(Br)cc1Cl	1725	1483
COc1cccc(CNC(=O)CNC(=S)N(Cc2ccccc2)Cc2ccccc2F)c1	2005	1541
O=C(Cc1c(Cl)cccc1Cl)Nc1cccc(S(=O)(=O)N2CCOCC2)c1	1722	1547
C=CCNc1sc(C(=O)c2cccs2)c(N)c1C#N	1973	1723
Cc1cc(C)nc(N/C(=N\S(=O)(=O)Cc2ccccc2)Nc2ccccc2Br)n1	1566	1345
CC(=O)c1c(NCCc2ccccc2)nc(=S)n(-c2ccccc2)c1C	1745	1580
c1csc(-c2nnsc2-c2nc3ccccc3[nH]2)c1	1566	1673
O=C(CSc1nnc(CNC(=O)c2ccco2)o1)Nc1ccccc1	1757	1423
Cc1cc(C)c(C(=O)CSc2nnc(N)s2)c(C)c1	1898	1569
COc1ccccc1C(=O)N/N=C/c1ccc(Cl)s1	1651	1467
CC(=O)N(CC(C)(C)CC=C(C)C)c1ccccc1	1715	1660
CCOC(=O)C1(C)C=C(Nc2ccc(O)cc2)C(=O)N1c1ccc(O)cc1 (stereo unspecified)	1971	1754

A draw from above in order of length of the SMILES, ascending.
SMILES	SRC1 TRFRET art	SRC3 TRFRET art
CC(=O)N(CC(C)(C)CC=C(C)C)c1ccccc1	1715	1660
O=C(CSc1nnc(CNC(=O)c2ccco2)o1)Nc1ccccc1	1757	1423
O=C(Cc1c(Cl)cccc1Cl)Nc1cccc(S(=O)(=O)N2CCOCC2)c1	1722	1547

A section taken from the entries so far, for reference:
SMILES	SRC1 TRFRET art	SRC3 TRFRET art
Nc1nc(SCC(=O)N2CCOCC2)n[nH]1	2008	1711
COc1ccc(/C=C/C(=O)N2CCCc3ccccc32)cc1	1762	1710
Cc1c(Br)c([N+](=O)[O-])nn1CCCC(=O)NC(C)c1ccccc1 (stereo unspecified)	1894	1552
COC(=O)c1ccccc1NC(=O)CSc1nc2ncccc2[nH]1	1849	1423
CC(c1ccon1)N(C)C(=O)c1ccc(OC2CCN(C(=O)C3CC3)CC2)cc1 (stereo unspecified)	2007	1627
Cc1ccc2cc(CN(C)S(C)(=O)=O)c(=O)[nH]c2c1	1792	1664

More entries:
SMILES	SRC1 TRFRET art	SRC3 TRFRET art
O=C(/C=C/c1cccc(Cl)c1)N1CCC(Cc2ccccc2)CC1	1827	1495
N#Cc1ccc(C(=O)Nc2nnc(-c3ccco3)o2)cc1	1935	1635
CCCNC(=O)/C=C/c1ccc(S(=O)(=O)Nc2ccccc2OC)cc1	1994	1773
COc1ccc(C)cc1N(C(=O)c1ccccc1)c1nc2ccccc2s1	1648	1733
O=C(N/N=C/c1ccc(Cl)c([N+](=O)[O-])c1)C1CC1	1733	1677
COC(=O)c1ccc(/C=N/NC(=O)CC(=O)NC2CCCCC2)cc1	1930	1720
Cc1ccc(-c2nc(SCC(=O)Nc3cc(S(=O)(=O)N4CCCCC4)ccc3Cl)n[nH]2)cc1	1923	1744
Cc1ccc(NC(=O)C(=O)NCc2ccco2)c(C)c1	1665	1599
COc1ccc(C(=O)NCC(O)COc2ccc(C(C)(C)C)cc2)cc1[N+](=O)[O-] (stereo unspecified)	1707	1490
CCCn1c(C)cc(/C=C(\C#N)C(=O)OCC(=O)Nc2cccc(OC)c2)c1C	1962	1592

Rewritten with two lines to a compound: entries from further up
Order of values: SRC1 TRFRET art | SRC3 TRFRET art
O=C(N/N=C/c1ccc(Cl)c([N+](=O)[O-])c1)C1CC1
 : 1733 | 1677
Cc1ccc(-c2nc(SCC(=O)Nc3cc(S(=O)(=O)N4CCCCC4)ccc3Cl)n[nH]2)cc1
 : 1923 | 1744
COc1ccc(C)cc1N(C(=O)c1ccccc1)c1nc2ccccc2s1
 : 1648 | 1733
COC(=O)c1ccc(/C=N/NC(=O)CC(=O)NC2CCCCC2)cc1
 : 1930 | 1720

Further records
SMILES	SRC1 TRFRET art	SRC3 TRFRET art
O=C(NCc1ccccc1F)c1ccc(S(=O)(=O)Nc2cccc(C(F)(F)F)c2)cc1	1898	1262
Cc1cnc(C(=O)Nc2nc(-c3ccccc3)cs2)cn1	1676	1578
OCCC1CN(Cc2cccc3nccnc23)CCN1Cc1ccc(F)c(F)c1 (stereo unspecified)	1714	1895
COc1ccc(/C=N/NC(=O)COc2cccc3ccccc23)c(C(=O)O)c1OC	1816	1583
CCOC(=O)N/N=C\c1ccc(OC(=O)c2ccco2)cc1	1660	1653
CCN(Cc1cnn(C)c1)Cc1nc(C(c2ccccc2)c2ccccc2)no1	1488	1436
N#Cc1cc2c(nc1SCc1ccccc1)CCCC2	2031	1643
C=CCn1c(CCNC(=O)c2cccs2)n[nH]c1=S	1813	1561
COc1cccc(-c2nnc(SCC3CNC(=O)O3)n2-c2ccc(Cl)cc2)c1 (stereo unspecified)	1840	1557
O=C(Cc1ccc(-n2c(=O)c3ccccc3n(Cc3cccc([N+](=O)[O-])c3)c2=O)cc1)NCC1CCCO1 (stereo unspecified)	1710	1488
Cc1ccc(-c2c(C)n([O-])c3c([n+]2=O)CCCCC3)cc1	1807	1593
CCCC(=O)Nc1nc(CC(=O)OCC)cs1	1591	1529
CCOC(=O)N1CCN(C(=O)c2ccccc2NC(=O)c2ccc(C(C)(C)C)cc2)CC1	2063	1630
C=CCOc1ccc(/C=N/NC(=O)C(=O)Nc2ccccn2)cc1OC	1701	1375
CC1CCN(C(=O)CSc2nc3c(cnn3-c3ccc(Cl)cc3)c(=O)[nH]2)CC1	1884	1498
CCC(CC)c1nc(C#N)c(NCc2ccccc2)o1	1626	1511
OCCC1CN(Cc2cccn2-c2ccccn2)CCN1C1CCCCC1 (stereo unspecified)	1922	1675
O=C(Cc1ccccc1)Nc1ccccc1C(=O)N1CCCCCC1	1963	1581
Cc1nnc(SCC(=O)c2ccccc2)n1Cc1ccccc1	1840	1523
CC1CCCC(NC(=O)c2ccc3c(c2)N(Cc2ccccc2)C(=O)CS3=O)C1C (stereo unspecified)	1779	1751
C/C(=N\NC(=O)CN1CCN(S(=O)(=O)c2ccc(C)cc2)CC1)c1cccnc1	1721	1495
COc1ccc(N2CCc3c(C)nc4c(OC)cccc4c32)cc1	1920	1690
CNC(=S)N/N=C/c1ccc(N2CCOCC2)s1	1870	1733
COC(=O)c1nn(-c2cccc(Cl)c2)ccc1=O	1792	1583
Cn1cc(C(=O)N2CCc3ccccc3C2)c(=O)c2cc(S(=O)(=O)N3CCCCC3)ccc21	1690	1591
COc1cc2c(cc1OC)C1(CCCC1)CNC2c1cccc([N+](=O)[O-])c1 (stereo unspecified)	1828	1652
C[C@H](NC(=O)c1nc[nH]c1C(=O)NCc1ccccc1)C(=O)OC(C)(C)C	1628	1425
Cc1nnnn1/C(=C\c1ccccc1)C(=O)OCC(=O)N(C)C1CCS(=O)(=O)C1 (stereo unspecified)	1821	1505
COc1ccc(F)cc1S(=O)(=O)Nc1cccc(C(=O)O)c1	1765	1551
O=C(Nc1ccnc(-c2cccnc2)n1)c1ccc(F)cc1	1569	1243

Screening data (PubChem BioAssay)
